HGIII-sPLA2 inh: Blocks human group III sPLA2 activity | 370,000 tested, 0.56% active | QFRET BODIPY PC-A2 liposome hydrolysis, fluorescence | inhibition, % at 12.2 µM | Q9NZ20 | AID 743126;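 active = inhibition above mean plus 3 SD of compounds lying within the high and low control bounds, cut at about 19% in these data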;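 note: 0% = median of test compound wells and 100% = no enzyme DMSO wells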
Target sequence (Q9NZ20 whole entry, looked up): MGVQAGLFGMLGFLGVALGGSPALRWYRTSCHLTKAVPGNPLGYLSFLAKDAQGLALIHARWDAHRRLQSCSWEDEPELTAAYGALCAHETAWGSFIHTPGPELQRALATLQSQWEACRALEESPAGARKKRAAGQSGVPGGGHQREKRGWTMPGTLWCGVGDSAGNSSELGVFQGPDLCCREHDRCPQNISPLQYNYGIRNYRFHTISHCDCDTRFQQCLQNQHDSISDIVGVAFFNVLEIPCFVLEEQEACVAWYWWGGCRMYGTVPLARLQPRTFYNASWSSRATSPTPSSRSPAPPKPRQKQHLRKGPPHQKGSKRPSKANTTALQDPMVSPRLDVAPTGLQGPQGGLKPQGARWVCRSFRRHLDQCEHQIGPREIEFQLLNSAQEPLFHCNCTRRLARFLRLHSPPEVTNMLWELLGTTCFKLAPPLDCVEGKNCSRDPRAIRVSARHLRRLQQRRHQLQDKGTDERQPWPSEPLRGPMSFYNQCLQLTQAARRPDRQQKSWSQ
DAX1 inh-1: inhibitors of DAX1 repression of SF-1 activated StAR promoter; 370,000 tested, 1.1% active; HEK293T StAR-luciferase reporter, SF-1/DAX-1 repression relief; inhibition, % at 6.8 µM; AID 652010;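 active = inhibition above the mean over all tested compounds plus 3 SD, cut at about 3.6% in these data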;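 note: 0% = DAX-1 cells with DMSO and 100% = cells lacking DAX-1 with DMSO; higher inhibition means more luminescence from relief of DAX-1 repression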
hcDAF-12 act: H. contortus DAF-12 activation, primary screen. 370,000 tested, 1.4% active. HEK293 hcDAF-12 lit1-tk-luc reporter, luminescence; 0% DMSO, 100% Δ7-dafachronic acid. activation, % at 6.8 µM;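 active = activation above the mean of all tested compounds plus 3 SD, cut at about 5.5% in these data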;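 note: 100% = response to 3 µM Δ7-dafachronic acid high control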
FXN GAA850 act: frataxin GAA850 promoter activation | HEK293 lucGAA850 FXN promoter luciferase reporter, 24 h; percent of 10 µM SAHA response | activation, % at 6 µM | 360,000 tested, 0.56% active | AID 540364;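 active = activation above the average of all compounds screened plus 3 SD, cutoff fixed separately per campaign, cut at about 7.5% in these data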;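 note: 0% = DMSO wells and 100% = 10 µM SAHA wells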
PLCg1 inh: inhibitors of human phospholipase C gamma1; P19174; purified PLC-gamma1, fluorogenic substrate, fluorescence; inhibition, % at 12.2 µM; 370,000 tested, 0.84% active; AID 720700; in the data active = inhibition above about 9.5%
PLC-beta3 inh: blocks human PLC-beta3 enzyme activity. Q01970. Purified PLC-beta3, fluorogenic substrate, fluorescence. inhibition, % at 12.2 µM. 370,000 tested, 0.18% active. AID 720704; in the data active = inhibition above about 11%;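 note: 0% = median of compound wells on plate and 100% = full blocker control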
DAX1 inh-2: NR0B1 (DAX1) inhibition; P51843; HEK293 Gal4-DAX1 luciferase reporter, luminescence; inhibition, % at 6.75 µM; 340,000 tested, 0.99% active; AID 504766;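 active = inhibition above the mean over all tested compounds plus 3 SD, cut at about 4.2% in these data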;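 note: 0% = DAX1-transfected cells with DMSO and 100% = empty-vector control cells with DMSO; inhibition shows as a rise in luminescence from relieved DAX1 repression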
Target sequence (P51843 207-470 limits assumed): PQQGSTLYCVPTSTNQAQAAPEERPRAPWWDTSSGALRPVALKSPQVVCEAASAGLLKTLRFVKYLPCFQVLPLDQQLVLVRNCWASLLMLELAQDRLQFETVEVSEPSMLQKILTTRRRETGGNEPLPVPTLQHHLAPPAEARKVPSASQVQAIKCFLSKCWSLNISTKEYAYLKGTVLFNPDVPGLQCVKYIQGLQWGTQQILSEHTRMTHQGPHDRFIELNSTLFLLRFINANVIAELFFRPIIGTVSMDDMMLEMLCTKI
ADAM17 inh: inhibitors of human ADAM17; inhibition, % at 6.95 µM; 370,000 tested, 0.83% active; P78536; recombinant ADAM17, EDANS/DABCYL FRET peptide cleavage; AID 720648;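 active = inhibition above the mean of compounds lying between control limits plus 3 SD, set per campaign, cut at about 8.5% in these data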;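 note: 0% = DMSO-only wells as the low control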
ssDAF12 agonist: S. stercoralis DAF-12 activation, primary screen; HEK293 ssDAF-12/GRIP1 lit1-tk-luc reporter, luminescence; % of 3 µM dafachronic acid response; activation, % at 6.8 µM; 370,000 tested, 1% active; AID 652126;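 active = activation above the mean over all tested compounds plus 3 SD, cut at about 0.9% in these data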;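 note: 0% = DMSO-only wells and 100% = 3 µM delta7-dafachronic acid wells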
hgDAF-12 ag: activates the H. glycines DAF-12 receptor ligand-binding domain; 370,000 tested, 1.8% active; activation, % at 6.8 µM; AID 687014; HEK293 GAL4-hgDAF12 UAS-luciferase reporter, agonist luminescence; normalized to butyrate control;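 active = activation above a cutoff set at the mean of all screened compounds plus 3 SD, cut at about 10% in these data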;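 note: 0% = DMSO wells and 100% = sodium butyrate wells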
ADAM10 inh: ADAM10 inhibition, QFRET primary screen | O14672 | recombinant ADAM10, EDANS/DABCYL FRET peptide cleavage, 3 h | inhibition, % at 7 µM | 370,000 tested, 0.62% active | AID 720582;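 active = inhibition above a per-campaign cutoff equal to the mean of compounds falling between control-based bounds plus 3 SD, cut at about 20% in these data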;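 note: 0% = DMSO wells while the 100% control is not disclosed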
* hit, by the source's call; i = inactive; / = not tested or not shown.

SMILES	HGIII-sPLA2 inh	DAX1 inh-1	hcDAF-12 act	FXN GAA850 act	PLCg1 inh	PLC-beta3 inh	DAX1 inh-2	ADAM17 inh	ssDAF12 agonist	hgDAF-12 ag	ADAM10 inh
C#CC(CC)(CC)NC(=O)c1ccc(Br)s1	1	-0.5	0.8	-0.2	-1	1	-0.5	-37	-2.0	-2.6	-3
O=C(COC(=O)CCCOc1ccc(Cl)cc1Cl)Nc1cccc(Cl)c1	-22	0.4	-2.6	0.3	-4	-2	1.4	13*	-1.1	-4.2	23*
C/C(Nc1cccc(F)c1)=C(/C#N)C(N)=O	2	-0.7	-0.5	-0.3	-4	1	-0.4	0	-1.8	1.9	6
O=C(c1ccccc1)N1CCN(C2CC3CCC2C3)CC1 (stereo not given)	6	-0.3	-0.4	-0.9	3	-1	0.1	-3	-0.9	-0.9	3
COc1ccc(S(=O)(=O)NCCc2ccc(F)cc2)cc1	-4	0.0	-0.4	0.9	-2	0	0.7	2	-0.5	-0.4	0
Cc1nc(-c2nnc(SCC(=O)Nc3cc(Cl)cc(Cl)c3)n2C)cs1	13	-0.1	-0.2	0.7	1	3	1.4	-7	-1.5	0.6	-5
O=C(NCC(c1cccs1)N1CCOCC1)c1cc(S(=O)(=O)N2CCOCC2)c(Cl)cc1Cl (stereo not given)	7	-0.8	1.0	0.4	3	-5	-1.0	-5	-1.6	-0.8	-8
CC1CC(C)CN(C(=O)C(C)N(C)CC(=O)Nc2ccc(F)cc2)C1 (stereo not given)	2	-0.1	1.4	-0.7	1	-4	0.7	-1	-1.1	1.1	-5
Cc1cc(C)c(O)c(C2(O)C(=O)c3ccccc3C2=O)c1	14	0.5	-1.6	1.6	-2	-8	1.1	-6	-1.1	-2.0	1
O=C(c1noc2c1CCCCC2)N1CCN(C(c2ccccc2)c2ccccc2)CC1	2	1.0	-1.4	2.6	9	2	1.1	-3	-1.4	-0.3	4
COc1cccc(C(=O)CSc2nccn2C)c1	-5	0.3	1.1	4.0	1	-1	3.5	-2	-0.2	3.1	-4
CC(=O)Nc1ccc(S(=O)(=O)N2CCN=C2C)cc1	8	0.1	-0.1	3.3	6	6	-0.5	1	-1.0	-2.9	1
COc1cc(/C=N/NC(=O)CNc2n[nH]c(=O)[nH]c2=O)ccc1O	7	0.6	5.5	1.9	5	2	0.3	1	0.1	-1.1	6
CCCN(Cc1ccccc1)C(=S)Nc1cccc(C(F)(F)F)c1	4	-0.7	0.9	1.0	1	5	-1.1	2	-2.2	-0.8	1
O=C(NCCc1ccccc1)C1CCN(c2ncccn2)CC1	7	0.7	-0.3	0.9	-5	-17	-0.4	-8	-0.9	2.5	-16
COc1ccccc1N1CCN(C(c2ccccc2)c2nnnn2CCc2ccccc2)CC1 (stereo not given)	1	-1.1	-1.4	-0.2	3	-1	1.2	-1	-0.7	2.2	9
Cc1ccc(N(CC(=O)NCc2ccc(F)cc2)S(=O)(=O)c2cccs2)cc1	-5	0.3	-2.7	-2.0	1	-5	-1.8	-3	-1.4	-1.0	1
CCOC(=O)C1CCN(CCC(=O)Nc2ccc(C)cc2)CC1	5	2.2	-0.4	3.0	0	-5	-0.1	-6	-1.3	0.3	3
COc1ccc(CNC(=O)c2cn(Cc3ccccc3OC)c(=O)s2)cc1	-2	-1.2	-1.1	0.9	2	-4	/	-1	-0.8	-1.8	-10
CCn1c(=O)c([N+](=O)[O-])c(N2CCN(Cc3ccc4c(c3)OCO4)CC2)c2ccccc21	6	0.1	-2.4	0.0	-3	-8	-1.1	-3	-1.3	-2.0	-2
COc1ccc(OC)c2c(N3CC(C)OC(C)C3)cc(C(F)(F)F)nc12 (stereo not given)	5	-0.4	-1.8	-0.2	i	i	-1.6	-25	-1.6	-2.6	-143
Cc1cc(C(=O)N/N=C/c2cccnc2)c2ccccc2n1	3	-0.4	-0.1	-0.7	1	-1	0.0	-4	-1.3	0.0	-9
Cc1cc(NC(=O)COC(=O)C2CCCN2C(=O)c2cccs2)no1 (stereo not given)	3	-0.3	-0.8	-0.5	1	1	-0.6	-6	-0.5	0.0	-6
Fc1cccc(C2NC(=S)NC3=C2N2CCC3CC2)c1 (stereo not given)	4	-0.1	-0.6	2.4	-4	-3	2.7	-1	-0.9	-0.1	3
O=C(NNC(=O)c1cccc(S(=O)(=O)N2CCN(c3ccccc3)CC2)c1)c1ccc(Cl)cc1	-2	-0.4	0.2	2.8	-2	0	0.1	-3	-1.5	0.5	-4
The results go on.
SMILES	HGIII-sPLA2 inh	DAX1 inh-1	hcDAF-12 act	FXN GAA850 act	PLCg1 inh	PLC-beta3 inh	DAX1 inh-2	ADAM17 inh	ssDAF12 agonist	hgDAF-12 ag	ADAM10 inh
COC(=O)C1(C(=O)OC)c2ncccc2N(S(=O)(=O)c2ccc(C)cc2)C1CC(=O)c1ccccc1 (stereo not given)	-4	-0.2	-0.1	/	-1	1	/	-1	-1.1	3.8	-12
CCCOc1ccccc1C(=O)NCCCC(=O)O	11	-0.3	-1.6	0.5	2	0	-0.1	-3	-1.2	-1.0	-2
COc1cc(C(=O)Nc2ccc3nc(N4CCN(C)CC4)cc(C)c3c2)cc(OC)c1OC	-20	0.1	-2.4	1.2	-21	-32	1.7	-1	-1.2	0.4	-10
CC(C)C(NC(=O)C(C)N1C(=O)c2ccccc2C1=O)c1ccccc1 (stereo not given)	2	0.6	-0.9	1.6	3	4	-0.8	1	-1.4	0.1	8
CC1CN(Cc2ccco2)C(=S)NC1=O (stereo not given)	6	-0.8	-0.8	1.1	2	-1	-0.3	-3	-1.2	-0.6	-10
Cc1cc(C)c2c(c1)/C(=c1/sc3n(c1=O)CN(c1ccccc1)CN=3)C(=O)N2	-5	0.1	-1.0	0.8	2	-3	-1.3	0	-1.3	-0.4	-1
Cc1ccc(C(=O)NC2(C(Cl)Cl)N=C(c3ccccc3)N=C2N)cc1 (stereo not given)	11	-0.8	-2.9	1.6	-3	-9	-2.0	-15	-1.0	-0.3	-24
Cc1ccccc1NS(=O)(=O)c1ccc(C(=O)N2CCCCCC2)cc1	-11	-0.8	-1.0	-0.8	8	2	-2.7	1	-0.5	2.4	4
COC(=O)c1cc(S(=O)(=O)N2CCN(c3ccccc3C)CC2)cn1C	2	-1.0	-0.7	/	-3	-4	/	6	-1.5	-4.6	-2
Nn1c(SCC(=O)N2CCCc3ccccc32)nncc1=O	5	0.3	-1.7	1.6	0	-8	2.7	-4	-1.8	1.4	-8
O=S1(=O)c2c(cccc2N2CCSCC2)Oc2ccccc2CN1Cc1cn(Cc2cccc(C(F)(F)F)c2)nn1	-6	-0.1	-3.2	/	-5	-7	/	3	-1.4	-1.4	2
O=C(CCN1C(=O)/C(=C\c2ccccc2)SC1=S)NNC(=O)c1ccccc1O	25*	0.0	0.5	-0.9	1	-2	0.3	1	-0.6	-1.7	3
O=C(NCc1ccc2c(c1)OCO2)c1cc2c(s1)CS(=O)(=O)C2	-6	0.0	1.3	1.3	1	2	-0.1	1	-0.7	-2.2	4
CSc1ccc(S(=O)(=O)NC(C)c2ccccc2)cc1 (stereo not given)	-13	0.3	-2.7	4.1	-2	-1	/	-3	-1.0	-4.2	3
Cc1ccc(C(=O)NCCCN2CCN(CCCNC(=O)c3ccc(C)cc3)CC2)cc1	8	0.2	1.3	-0.7	1	-9	0.6	-4	-0.8	-3.0	-5
Cc1cc(NC(=O)c2ccc(Cn3nc(C)c(Br)c3C)o2)no1	2	-0.7	0.9	-0.2	0	0	-0.5	-5	-1.4	0.1	3
COC(=O)NC1CC2C=CC1C1C=CC21 (stereo not given)	0	1.0	-0.8	0.9	1	-90	1.1	1	-0.9	2.6	-3
O=C(O)CCCNC(=O)Cc1ccccc1	1	-0.1	-0.6	-1.6	-1	-8	0.3	-4	-1.0	4.4	-5
CCOc1ccccc1/C=C/c1nc2ccccc2[nH]c1=O	1	0.0	4.2	-1.7	i	i	1.4	-395	-0.1	2.0	i
O=C(O)c1ccc(/C=N/N2CCN(c3ccccc3)CC2)cc1	3	0.8	1.6	4.0	2	-6	5.4*	-3	-1.0	10.0	-9
O=S(=O)(c1ccccc1F)N1CCN(Cc2nc3ccccc3[nH]2)CC1	3	0.4	-0.5	-0.9	-1	2	-0.3	-2	-0.8	2.6	-5
O=C(Cc1ccc(NC(=O)C2CCN(C(=O)c3ccccc3)CC2)cc1)Nc1cccc(C(=O)N2CCCC2)c1	0	0.0	1.0	-1.4	1	-6	-1.0	0	-0.6	-0.7	-5
C=CCc1ccc2oc(C(=O)OCC)cc(=O)c2c1O	4	0.7	-0.9	0.4	5	-1	3.3	-2	-1.3	-1.2	5
CCOC(=O)Nc1cc(OCC)c(NC(=O)C2CC2)cc1OCC	1	-0.2	-1.2	1.0	2	1	0.4	-3	-1.2	-0.9	3
COc1ccc(-c2nonc2NC(=O)c2oc3ccc(F)cc3c2C)cc1OC	1	-0.4	2.4	0.8	3	-1	0.4	0	-0.5	-0.5	-1
Going on with the list.
SMILES	HGIII-sPLA2 inh	DAX1 inh-1	hcDAF-12 act	FXN GAA850 act	PLCg1 inh	PLC-beta3 inh	DAX1 inh-2	ADAM17 inh	ssDAF12 agonist	hgDAF-12 ag	ADAM10 inh
CCOc1ccc(Br)cc1S(=O)(=O)Nc1ccc(Cl)c(S(=O)(=O)N(CC)c2ccccc2)c1	-57	0.6	-1.6	0.7	-1	-1	-0.9	9.4*	-0.6	1.1	27*
O=C(c1ccccc1)c1ccc(N2CCOCC2)c(F)c1	-2	1.6	1.3	3.0	-27	-28	0.8	-2	-1.5	16*	2
Cc1ccc(Nc2ccc(N3CCN(c4ccc([N+](=O)[O-])cc4)CC3)nn2)cc1	4	0.2	-1.1	-0.1	2	-5	4.5*	-4	-0.7	-2.5	-7
CC1(C(=O)Nc2cnc3ccccc3c2)CCN1Cc1ccc2c(c1)OCCO2 (stereo not given)	-6	-0.2	0.5	-1.3	2	2	/	-4	-1.0	-0.3	-5
CC1CN(S(=O)(=O)c2cccc(C(=O)Nc3ccc(N4CCCCC4)cc3)c2)CC(C)O1 (stereo not given)	13	0.5	-2.2	-0.6	1	1	0.6	-3	-1.3	-2.3	-7
CC(/C=C/c1ccco1)=N/NC(=O)OC(C)(C)C	1	0.1	3.8	8.8*	-7	-11	0.7	-5	-1.5	4.1	-3
C=CCc1c(Cl)nc(C)nc1NCc1ccccc1	-7	-0.9	-1.6	-0.1	-1	1	0.8	-1	-0.9	1.9	-8
O=C(CCNC(=O)N1CC(=O)Nc2ccccc21)NCCc1ccc(Cl)cc1	-4	1.5	0.7	-0.6	2	4	-0.1	-2	-1.1	1.3	-2
CC(C)C[C@@H]1COc2cccc(N3CCN(Cc4ccccc4F)CC3)c2S(=O)(=O)N1	1	0.7	-2.3	/	0	0	/	-2	-1.4	0.4	-11
Cc1ccc(F)cc1NC(=O)CSc1n[nH]c(N)n1	9	0.5	-0.5	0.0	1	-5	0.1	-5	0.0	-0.7	-13
